# Screens (PubChem BioAssay)
# PGE2 EP2 inh: blocks the human prostaglandin E2 receptor EP2. P43116. C6 glioma cells expressing human EP2, cAMP TR-FRET; cells stimulated with saturating PGE2. inhibition, % at 25 µM. actives 0.52% (n = 260,000);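 active means percent inhibition above 40 after rounding to a whole number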;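 further: rat C6 glioma host cells with rolipram phosphodiesterase inhibitor present; the protocol text gives 20 µM as final concentration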
# TNF necrop inh: inhibitors of TNF-alpha induced necroptosis in Jurkat FADD-/- cells; actives 0.068% (n = 220,000); activation (protection from cell death), % at 10 µM; Jurkat FADD-/- TNF necroptosis rescue, ATP luminescence, 24 h; 0 = TNF only, 100 = no-TNF cells; AID 463075;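 active means activation, meaning protection from cell death, of at least 50% relative to plate controls; inactive means activation below 50%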;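 further: necroptosis triggered by 40 ng/mL TNF-alpha added together with compound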
# EP2 mod: modulators of human EP2 prostaglandin E2 receptor | P43116 | EP2-expressing cells, cAMP HTRF FRET, PGE2 co-stimulation | induction, % at 25 µM | actives 0.83% (n = 260,000);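 active means compounds whose cAMP rise, as percent of the full-agonist control response, exceeds 60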;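 further: rat C6 glioma line stably carrying human EP2 under a CMV promoter; the protocol text gives 20 µM as final concentration; 100% = response of wells given 1 µM PGE2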
# L929 necroptosis: L929 zVAD cell death inhibition; L929 zVAD necroptosis rescue, ATP luminescence, 24 h; with zVAD 60 µM; viability rescue, % at 10 µM; actives 0.38% (n = 220,000);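 active means activation, scaled between plate controls, above about 75%, limit read from the data; inactive means activation under that limit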;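 further: 0% = zVAD with DMSO and 100% = DMSO alone without zVAD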
# RBBP9 inhibitor: blocks human serine hydrolase RBBP9. O75884. recombinant RBBP9, FP-Rh probe fluorescence polarization. inhibition, % at 7.94 µM. actives 0.2% (n = 220,000). AID 1515;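 active means inhibition above the campaign mean of all tested compounds plus 3 SD, cut at about 14% in these data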;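 further: plate controls were DMSO wells with RBBP9 for no effect and wells lacking RBBP9 protein for full effect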
#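 System: RBBP9 protein / Buffer or medium: Tris/NaCl buffer pH 8.0 with 0.1% Pluronic / Probe or stimulus: Serine-hydrolase probe FP-Rh, 375 nM pre-mixing / Dosing: 7.94 µM single dose, 0.794% DMSO / Times: enzyme-compound preincubation 30 min, then probe labeling 45 min, 25 °C / Technique: fluorescence polarization (mP), excitation 525 nm, emission 598 nm / Replication: singlicate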
# Runt-SMMHC FRET: blocks binding of human RUNX1 Runt domain to CBFb-SMMHC; inhibition, % at 20 µM; AID 1434; Cerulean-Runt/Venus-CBFb-SMMHC FRET ratio 530/480, 1 h; Q01196+Q13951; actives 0.74% (n = 220,000);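 active means mean inhibition across duplicate retests at 20 µM reaching about 50%, limit read from the data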;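 further: 0% = DMSO wells and 100% = wells with excess untagged CBFb-SMMHC; inhibitors lower the FRET ratio by blocking Runt binding to CBFb-SMMHC; some results filed as inactive read as strong as hits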
# Runt-CBFb FRET: blocks binding of human RUNX1 Runt domain to CBFb | Q01196+Q13951 | Cerulean-Runt/Venus-CBFb FRET ratio 530/480, 1 h | inhibition, % at 20 µM | actives 0.46% (n = 220,000) | AID 1496;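 active means inhibition over about 50% at 20 µM in the single-dose screen, limit read from the data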;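 further: 0% = DMSO wells and 100% = excess unlabeled CBFb competitor control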
#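 Measured by: fluorescence energy transfer, 422 nm excitation, 530/480 nm emission; Assay system: Cerulean-Runt domain; Medium: Tris pH 7.5 buffer with BSA; Measure: loss of energy transfer signal; Controls: 5 µM unlabeled CBFb as full-inhibition high control; Incubation: protein complex preformed 1 h, compound exposure 1 h, room temperature, dark.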
# PERK inh: human PERK inhibition, primary cell-based screen | actives 0.17% (n = 220,000) | inhibition, % at 5.6 µM | AID 1416 | CHO PERK-DD fusion, SEAP luminescence translation reporter;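 active means inhibition above the mean inhibition of all tested compounds plus 3 SD, set separately per screening campaign, cut at about 2.9% in these data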;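 further: PERK kinase domain activated by AP20187 dimerizer at 100 nM; 0% = DMSO with dimerizer and 100% = rapamycin at 8.4 µM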
# Target sequence (Q9NZJ5 whole entry, looked up, the tested form may be a part): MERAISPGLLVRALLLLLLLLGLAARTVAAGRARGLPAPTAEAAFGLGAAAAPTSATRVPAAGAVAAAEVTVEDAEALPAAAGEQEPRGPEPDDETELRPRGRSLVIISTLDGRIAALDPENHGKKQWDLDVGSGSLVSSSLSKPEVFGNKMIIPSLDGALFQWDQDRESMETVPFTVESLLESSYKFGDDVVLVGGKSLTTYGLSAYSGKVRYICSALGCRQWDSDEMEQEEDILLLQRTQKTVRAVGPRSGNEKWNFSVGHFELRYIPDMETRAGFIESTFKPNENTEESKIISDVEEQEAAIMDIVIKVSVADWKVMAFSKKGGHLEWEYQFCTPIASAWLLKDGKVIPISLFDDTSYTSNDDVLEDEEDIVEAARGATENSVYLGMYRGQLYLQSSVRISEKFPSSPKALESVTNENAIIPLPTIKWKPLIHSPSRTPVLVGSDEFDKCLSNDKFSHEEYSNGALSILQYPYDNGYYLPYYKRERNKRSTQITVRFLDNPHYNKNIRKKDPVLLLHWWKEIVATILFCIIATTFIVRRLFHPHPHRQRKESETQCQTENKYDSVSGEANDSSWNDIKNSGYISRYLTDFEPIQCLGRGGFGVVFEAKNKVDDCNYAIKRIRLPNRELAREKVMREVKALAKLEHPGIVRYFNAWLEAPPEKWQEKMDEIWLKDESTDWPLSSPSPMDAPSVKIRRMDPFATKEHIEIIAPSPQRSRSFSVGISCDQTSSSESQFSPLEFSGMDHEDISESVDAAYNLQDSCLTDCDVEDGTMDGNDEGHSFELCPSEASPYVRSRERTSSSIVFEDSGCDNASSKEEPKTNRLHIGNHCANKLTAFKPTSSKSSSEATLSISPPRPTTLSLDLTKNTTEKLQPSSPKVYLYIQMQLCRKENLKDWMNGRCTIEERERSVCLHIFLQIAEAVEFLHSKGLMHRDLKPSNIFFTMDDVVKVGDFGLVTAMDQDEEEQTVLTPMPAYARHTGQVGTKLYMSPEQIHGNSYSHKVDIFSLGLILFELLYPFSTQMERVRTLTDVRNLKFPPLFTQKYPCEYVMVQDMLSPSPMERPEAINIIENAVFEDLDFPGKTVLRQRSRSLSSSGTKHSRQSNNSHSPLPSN
# Hck Nef HTS: human Hck-Nef kinase inhibition. P08631. Recombinant Hck-YEEI plus Nef, Z-Lyte FRET kinase assay. inhibition, % at 20 µM. actives 0.68% (n = 220,000);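 active means Hck-Nef kinase inhibition above about 50%, limit read from the data; inactive means inhibition below that limit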;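 further: 0% = DMSO with Hck plus Nef and 100% = Hck alone without Nef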
# Active calls of the source: *; . = not tested or not shown; & = joins results of further samples. The list is partial (hit frequency here may not be typical).
# Keys – A = PGE2 EP2 inh; B = TNF necrop inh; C = EP2 mod; D = L929 necroptosis; E = RBBP9 inhibitor; F = Runt-SMMHC FRET; G = Runt-CBFb FRET; H = PERK inh; I = Hck Nef HTS
O=C(/C=C/c1ccc2c(c1)OCO2)NCCSCc1c(Cl)cccc1Cl
  A: 8	B: 0.5	C: -11	D: 0.8	E: -7	F: -54	G: -3	H: 0.3	I: 0

COc1ccccc1OCCNC(=O)C1CCCCC1
  A: 4	B: 0.1	C: -12	D: 0.2	E: -1	F: -6	G: 0	H: 0.1	I: -17

CC(C)(C)C(=O)CN1C2=NCCN2c2ccccc21
  A: 8	B: 1.1	C: 0	D: -1.7	E: -3	F: 2	G: -1	H: -1.3	I: 24

Cc1nc2sc(C(c3ccc(Br)cc3)N3CC(C)OC(C)C3)c(O)n2n1 (stereo not given)
  A: 19	B: -1.1	C: -24	D: -0.5	E: 12	F: 1	G: 0	H: 0.5	I: 11

CCOC(=O)c1cncc(C#CCO)c1
  A: 16	B: 0.9	C: -5	D: 0.9	E: 1	F: 0	G: 2	H: 1.5	I: 11

NC(N)=NC(N)=Nc1ccc(O)cc1
  A: 9	B: 0.4	C: -19	D: -0.1	E: -7	F: 2	G: -1	H: 0.7	I: 3

N#Cc1cc(C(=O)c2cc(Cl)ccc2O)cn(CC2CCCO2)c1=O (stereo not given)
  A: 25	B: -1.3	C: 17	D: -0.3	E: -2	F: 6	G: -1	H: -1.6	I: 1

CCC(C)(C)n1nnnc1CN1CCN(C(c2ccccc2)c2ccccc2)CC1
  A: 12	B: -2.1	C: 0	D: -0.5	E: 4	F: -2	G: -4	H: -1.1	I: -12

CCOC(=O)N1CCC(NC(=O)CCC(=O)N2CC(C)Oc3ccc(Cl)cc32)CC1 (stereo not given)
  A: 12	B: 0.6	C: 5	D: -0.2	E: -6	F: -1	G: 0	H: -1.5	I: -1

CSc1ccc(/C=N/n2c(C)nnc2C)cc1
  A: 6	B: 0.1	C: 0	D: 1.9	E: -2	F: 0	G: 2	H: 0.8	I: 19

N#Cc1c(N)nc2c(c1-c1ccccc1)CCC2
  A: 9&8	B: -5.1	C: -23&30	D: 79*	E: 1	F: 15	G: 5	H: 1.6	I: 36

COC(=O)CSc1nc2c(c(C3CC=CCC3)c1C#N)CCC2 (stereo not given)
  A: 16	B: 0.0	C: 68*	D: 0.2	E: 3	F: -4	G: -3	H: 0.2	I: 15

O=C1OC(/C(=C\NCc2ccccc2)[N+](=O)[O-])c2ccccc21 (stereo not given)
  A: 4	B: -2.9	C: -1	D: 0.4	E: -6	F: -1	G: 0	H: -0.6	I: -1

CCOC(=O)C1CCCN(C(=O)COc2ccc(N(C)S(=O)(=O)c3ccc(C)cc3)cc2)C1 (stereo not given)
  A: 5	B: 1.7	C: -23	D: 1.3	E: -9	F: -5	G: -3	H: 1.2	I: 23

CC(C)(C)NC(=O)COC(=O)c1ccc(Cl)c(S(N)(=O)=O)c1
  A: 11	B: 0.6	C: -24	D: -1.1	E: 4	F: 0	G: -3	H: 0.3	I: 16

CCC(CO)NC(=O)c1cc2c(s1)CCC2 (stereo not given)
  A: 8	B: -0.8	C: -15	D: 0.6	E: -5	F: 27	G: -2	H: 0.5	I: 4

CCN1C(=O)C(CC(=O)Nc2ccc(C)cc2C)Nc2cc(S(=O)(=O)N(C)C)ccc21 (stereo not given)
  A: 7	B: 3.3	C: -20	D: 0.1	E: -7	F: 4	G: 1	H: -0.5	I: 0

Cc1nc2c(C)cccc2cc1C(=O)N/N=C/c1ccc(O)cc1
  A: 3	B: 2.3	C: -30	D: 1.8	E: 1	F: 1	G: -1	H: 0.0	I: 3

Cc1cc(C)nc(SCC(=O)Nc2ccnc3ccccc23)n1
  A: 6	B: -6.6	C: -13	D: -1.0	E: -9	F: -3	G: 0	H: -0.7	I: -5

c1ccc(-c2noc(-c3ccco3)n2)nc1
  A: 11	B: -2.8	C: 20	D: -0.6	E: -2	F: 2	G: 2	H: 1.3	I: 10

CCOc1cc(/C=C2/C(=O)ON=C2C)ccc1OCc1ccccc1
  A: 24	B: -4.2	C: -67	D: -1.1	E: -9	F: 2	G: 1	H: -0.3	I: 45

C=CCn1c(=O)n(CCC#N)c(=O)n(CCC#N)c1=O
  A: 8	B: -3.4	C: -4	D: -0.1	E: -4	F: -1	G: -1	H: 1.3	I: 1

NC(=O)C1CCN(C2=C(NS(=O)(=O)c3ccccc3)C(=O)c3ccccc3C2=O)CC1
  A: 9	B: -9.4	C: -32	D: 1.7	E: -5	F: 0	G: -1	H: 1.2	I: -1

CCOc1cc(S(=O)(=O)NCc2ccccn2)c(C)cc1C
  A: .	B: -3.3	C: 9	D: -0.1	E: -12	F: -4	G: 1	H: -0.7	I: -1

CCOCCCNC(=O)COc1ccc(OC)cc1
  A: .	B: -0.7	C: 15	D: 2.1	E: -10	F: 2	G: -1	H: 0.5	I: 0

# Following part:
# Keys – A = PGE2 EP2 inh; B = TNF necrop inh; C = EP2 mod; D = L929 necroptosis; E = RBBP9 inhibitor; F = Runt-SMMHC FRET; G = Runt-CBFb FRET; H = PERK inh; I = Hck Nef HTS
COc1ccc(OC)c(NC(=O)c2ccccc2NC(=O)c2ccco2)c1
  A: 6	B: -0.6	C: 38	D: 0.0	E: -4	F: 1	G: -1	H: -1.7	I: 23

Cc1ccccc1NC(=O)c1sc(Cl)nc1-c1ccccc1
  A: 13	B: -1.4	C: 15	D: -0.5	E: 1	F: -2	G: 0	H: -0.3	I: 6

O=C(OCC(=O)N1CCN(C(=O)c2ccco2)CC1)c1cc(-c2ccco2)nc2ccccc12
  A: 8	B: -1.8	C: 0	D: -0.3	E: -5	F: -11	G: 3	H: -0.7	I: 6

COc1ccc(-c2c/c(=N\c3nc(-c4ccccc4)c(C)s3)c3ccccc3o2)cc1O
  A: 14	B: -17	C: 11	D: 0.1	E: 2	F: -6	G: -6	H: 0.5	I: -3

CC1CC(NNC(=O)c2ccccc2)=Nc2ccccc2N1C (stereo not given)
  A: 4	B: 1.8	C: 28	D: 0.5	E: -3	F: 1	G: -1	H: 1.1	I: 1

Cc1cc(C)cc(N(CC(=O)Nc2ccc(-c3nc4ccc(C)cc4s3)cc2)S(C)(=O)=O)c1
  A: 12	B: 2.6	C: -2	D: 5.5	E: -4	F: 4	G: -2	H: 0.3	I: 2

CCn1c(-c2ccccc2Cl)nn(CC(=O)Nc2ccc(OC)cc2)c1=S
  A: 13	B: -3.7	C: 13	D: 0.0	E: -3	F: 0	G: 1	H: -0.3	I: -1

COCCCNC(=O)c1ccc(Cn2c(=O)c3ccccc3n(CC(=O)NCc3ccco3)c2=O)cc1
  A: 11	B: 0.0	C: 19	D: 1.6	E: -7	F: 4	G: 1	H: 1.7	I: -10

COc1ccc(NC(=S)NCCN2CCOCC2)cc1
  A: 6	B: 0.5	C: 29	D: 5.1	E: 1	F: -2	G: -2	H: 1.0	I: 14

CCC(C)/C(C)=N/NC(=O)C1COc2ccccc2O1 (stereo not given)
  A: 6	B: -0.6	C: -3	D: 0.6	E: -6	F: -1	G: -2	H: 1.4	I: 1

O=[N+]([O-])c1ccc(/C=N/NC2=NS(=O)(=O)c3ccccc32)cc1
  A: 2	B: 0.0	C: -13	D: -0.2	E: 3	F: -2	G: 0	H: 0.7	I: 14

CSC1=N/C(=C\C=C\c2cccs2)C(=O)S1
  A: 25	B: -2.7	C: -14	D: 0.0	E: -8	F: -22	G: -7	H: 0.1	I: -1

CC1(C)C2CCC1(C)C(NC(=O)CCN1CCCCC1)C2 (stereo not given)
  A: 6	B: 0.9	C: 7	D: 1.0	E: -3	F: 9	G: -1	H: 0.9	I: 0

COc1oc(-c2ccccc2)nc1C(F)(F)F
  A: 4	B: 0.7	C: 19	D: 0.3	E: -3	F: -6	G: 0	H: 0.3	I: -7

Cc1cccc(C)c1NC(=O)CNC(=O)Cc1ccc(Br)cc1
  A: 5	B: -0.4	C: -7	D: 2.4	E: -6	F: 0	G: -1	H: -0.1	I: -14

CCOC(=O)COc1nc(N(C)C)nc(N(C)C)n1
  A: 12	B: -0.6	C: 14	D: -0.5	E: -5	F: -3	G: 1	H: 0.9	I: 2

CCC(=O)Nc1nnc(SCCN2CCOCC2)s1
  A: 8	B: 0.4	C: 24	D: -0.1	E: -3	F: 3	G: 2	H: 1.0	I: 1

O=[N+]([O-])c1cccc(NC(=S)NCCc2ccccc2)c1
  A: 6	B: 1.1	C: -13	D: 0.2	E: -7	F: -3	G: 3	H: 0.4	I: 1

COC(=O)c1ccc2c(=O)n(CCCCCC(=O)NCc3ccc4c(c3)OCO4)c(=O)[nH]c2c1
  A: 3	B: -1.2	C: 3	D: -0.7	E: 0	F: 2	G: 0	H: -1.2	I: 3

C(=N\Nc1ccccc1)/c1ccc(N2CCOCC2)cc1
  A: 4	B: -4.4	C: -8	D: -0.5	E: -14	F: -4	G: -2	H: -1.2	I: -3

Cc1cc(-c2nc3cccnc3s2)ccc1NS(=O)(=O)c1ccc2c(c1)OCCO2
  A: 15	B: -0.4	C: -27	D: 4.1	E: -16	F: 119*	G: 102*	H: -0.1	I: 71*

Cc1[nH]c2ccccc2c1/C=C/C(=O)c1ccccc1
  A: 2	B: 3.4	C: -14	D: 1.3	E: 2	F: -36	G: -31	H: -0.1	I: 2

COc1ccccc1C(=O)OCc1c(F)cccc1Cl
  A: 8	B: -2.1	C: 11	D: -0.2	E: -7	F: -3	G: -1	H: 0.8	I: 0

CCOC(=O)Cn1c(C)nc2c(C(=O)OCC)sc(C)c2c1=O
  A: 12	B: -0.9	C: 12	D: -0.2	E: -8	F: 0	G: 1	H: 0.3	I: 0

O=[N+]([O-])c1ccc(CCNc2cccc3ccccc23)c([N+](=O)[O-])c1
  A: 6	B: 3.5	C: -8	D: 0.6	E: 5	F: -1	G: 6	H: 1.1	I: 5

CC(CNS(=O)(=O)c1cc(Cl)ccc1Cl)CN(C)C (stereo not given)
  A: 11	B: 0.7	C: 3	D: -0.9	E: -6	F: 4	G: 1	H: 0.1	I: 6

O=c1[nH]c(CSc2ncc(C(F)(F)F)cc2Cl)nc2ccccc12
  A: 9	B: 0.4	C: -21	D: 0.6	E: 0	F: 2	G: -2	H: 1.2	I: -12

# Given in CSV form: part of the list above.
compound,PGE2 EP2 inh,TNF necrop inh,EP2 mod,L929 necroptosis,RBBP9 inhibitor,Runt-SMMHC FRET,Runt-CBFb FRET,PERK inh,Hck Nef HTS
CCC(C)/C(C)=N/NC(=O)C1COc2ccccc2O1 (stereo not given),6,-0.6,-3,0.6,-6,-1,-2,1.4,1
O=[N+]([O-])c1ccc(CCNc2cccc3ccccc23)c([N+](=O)[O-])c1,6,3.5,-8,0.6,5,-1,6,1.1,5
COc1ccc(OC)c(NC(=O)c2ccccc2NC(=O)c2ccco2)c1,6,-0.6,38,0.0,-4,1,-1,-1.7,23
